Source: PubChem BioAssay (several laboratories)
G6PDH counter – L. mesenteroides G6PDH inhibitors, counter-screen for G6PDH-coupled screening assays, biochemical, Leuconostoc mesenteroides enzyme; inhibition, % at 5 µM; Purified L. mesenteroides G6PDH, diaphorase/resazurin coupled fluorescence, 45 min; glucose-6-phosphate dehydrogenase [Leuconostoc mesenteroides]; 0.12% of 200,000 active; in the data active = inhibition above about 50%
Diaph act CS – compounds boosting diaphorase resazurin reduction – biochemical, uHTS, resorufin fluorescence, counter-screen for diaphorase-coupled primary assays, primary screen | Diaphorase/resazurin coupled assay, 16 min; stronger effect = higher value; 1 = vehicle wells, 0 = NADH-free wells | activation factor at 20 µM | 0.005% of 190,000 active | AID 1229, 2008;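 active = diaphorase activity raised at least twofold by the compound at 20 µM; inactive = activation factor below 2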
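Material: Clostridium kluyveri diaphorase, purified enzyme; Quantity: enzyme 0.07 U/mL final; Medium: HEPES pH 7.4 buffer with MgCl2 and Tween 20; Dosing: single compound dose of 20 µM, 1% DMSO final; Schedule: 16 min reaction at room temperature; Measured by: red resorufin fluorescence at 544/590 nm excitation/emission.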
FLuc inh counter – firefly luciferase enzyme inhibitors, primary screen, artefact control for luciferase-based inhibitor screens, biochemical, luminescence, ATPLite. 10 min. inhibition, % at 10 µM. 1.5% of 200,000 active. Luciferin 4-monooxygenase (Photinus pyralis), P08659;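 active = inhibition above about 50% when tested at 10 µM, limit read from the data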
APP 5'UTR act – activators of APP 5'UTR luciferase reporter, primary screen, SH-SY5Y cells | SH-SY5Y APP 5'UTR luciferase reporter, luminescence; zero percent = DMSO vehicle wells | activation, % at 2 µM | 1% of 190,000 active | AID 1276, 2008;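 active = activation above a set limit, based on mean plus 3 SD of controls, cut at about 140% in these data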; also: values of inactives mirror those of a sister screen read the other way
FLuc act counter – FLuc activators, initial screening, artefact control for FLuc-dependent activation tests, biochemical, ATPlite luminescence; Luciferin 4-monooxygenase (Photinus pyralis), P08659; ATPlite luciferase biochemical, 10 min; 0 = ATP-free wells, 1 = DMSO control; activation factor at 10 µM; 200,000 tested, under 10 active; AID 1027, 2008;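 active = luciferase activation factor, scaled between plate controls, of at least 2 with compound at 10 µM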
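assay system = Luciferase/luciferin detection reagent, cell-free biochemical luciferase assay | also added = ATP substrate | times = 10 min post-reagent at room temperature | measured by = luminescence from luciferase reaction | measure = luciferase activation, seen as luminescence increase over controls | benchmarks = low control with PBS replacing ATP, high control enzyme plus ATP without compound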
STAT1 act – STAT1 signaling activators, primary screen, cell-based, HTS, luciferase reporter; NIH 3T3 STAT1-luciferase reporter, IFN-gamma, luminescence; 100% = IFN-gamma alone, no compound; activation (% of control), % at 5.5 µM; 2.6% of 200,000 active; AID 932, 2007;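 active = activation above the screen-wide mean activation plus 3 SD, cut at about 130% in these data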;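 also: raw ratio to IFN-gamma control signal so 100% means no change and 0% no light; values of inactives mirror those of a sister screen read the other way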
TLR4 MyD88 comp – inhibitors of TLR4-MyD88 association in cells, primary screen, cell-based, HeLa CL3-4, BLA complementation, FRET ratio | Toll-like receptor 4 (Homo sapiens) + Myeloid differentiation primary response protein … | HeLa CL3-4 TLR4/MyD88 BLA complementation | inhibition, % at 8.4 µM | 0.18% of 200,000 active | AID 861, 2007; in the data active = inhibition above about 25%;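 also: 0% = vehicle and 100% = reference inhibitor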
Target sequence (O00206 whole entry, looked up): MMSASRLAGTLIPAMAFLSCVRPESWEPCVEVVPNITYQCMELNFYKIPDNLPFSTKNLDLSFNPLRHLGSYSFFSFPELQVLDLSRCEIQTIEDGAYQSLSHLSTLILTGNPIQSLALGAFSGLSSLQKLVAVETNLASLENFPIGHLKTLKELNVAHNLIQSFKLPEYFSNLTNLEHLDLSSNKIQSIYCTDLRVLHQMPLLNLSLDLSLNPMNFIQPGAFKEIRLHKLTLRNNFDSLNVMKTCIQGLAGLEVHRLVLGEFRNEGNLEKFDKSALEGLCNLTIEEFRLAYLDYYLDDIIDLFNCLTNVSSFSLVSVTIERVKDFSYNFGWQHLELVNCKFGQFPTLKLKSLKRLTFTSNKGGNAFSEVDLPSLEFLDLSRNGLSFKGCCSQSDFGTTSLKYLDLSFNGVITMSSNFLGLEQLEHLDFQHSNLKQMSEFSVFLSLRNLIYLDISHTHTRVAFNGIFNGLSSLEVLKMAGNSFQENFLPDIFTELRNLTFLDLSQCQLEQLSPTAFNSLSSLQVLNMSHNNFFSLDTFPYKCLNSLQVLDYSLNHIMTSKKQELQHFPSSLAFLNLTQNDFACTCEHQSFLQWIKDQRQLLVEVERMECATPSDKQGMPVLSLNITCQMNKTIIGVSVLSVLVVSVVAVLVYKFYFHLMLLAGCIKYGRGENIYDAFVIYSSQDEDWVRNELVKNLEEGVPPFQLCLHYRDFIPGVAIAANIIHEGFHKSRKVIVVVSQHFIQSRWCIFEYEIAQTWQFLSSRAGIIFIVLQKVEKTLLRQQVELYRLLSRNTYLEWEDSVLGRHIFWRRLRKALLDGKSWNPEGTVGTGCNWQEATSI
Target sequence (Q99836 whole entry, looked up): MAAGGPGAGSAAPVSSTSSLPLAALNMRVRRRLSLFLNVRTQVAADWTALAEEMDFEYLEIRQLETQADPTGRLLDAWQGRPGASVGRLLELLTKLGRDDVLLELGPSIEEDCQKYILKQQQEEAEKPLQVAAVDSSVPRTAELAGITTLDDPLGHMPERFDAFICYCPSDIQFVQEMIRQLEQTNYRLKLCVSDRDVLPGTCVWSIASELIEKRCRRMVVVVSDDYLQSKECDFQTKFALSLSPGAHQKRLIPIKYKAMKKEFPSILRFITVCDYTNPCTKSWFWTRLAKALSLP
APP 5UTR inh – inhibitors of APP translation via 5'UTR reporter, primary screen, APP 5'UTR luciferase, SH-SY5Y cells; SH-SY5Y APP 5'UTR-luciferase reporter, luminescence; inhibition, % at 2 µM; 0.82% of 190,000 active; AID 1285, 2008;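 active = inhibition above a set limit, derived from the sample mean plus 3 SD, cut at about 45% in these data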; also: values of inactives mirror those of a sister screen read the other way
NF-kB expr up – activators of NF-kB expression in neurons, primary screen, cell-based, HTS. human neuronal cells, NF-kB reporter expression; stronger effect = higher value. fold change at 12.5 µM. 1.6% of 190,000 active. AID 1239, 2008; in the data active = fold change above about 3.3
Diaphorase inh – diaphorase inhibitors and chemical oxidizers, primary screen, counter-screen for diaphorase-coupled primary assays, biochemical, uHTS, resorufin fluorescence | AID 1217, 2008 | diaphorase resazurin-to-resorufin fluorescence, NADH, 16 min; bacterial (C. kluyveri) enzyme, not human | inhibition, % at 20 µM | 0.69% of 190,000 active;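 active = primary screen inhibition at 20 µM above a set limit, cut at about 50% in these data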;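 also: plate controls were DMSO with full reaction for no effect and wells lacking NADH for full effect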
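Test system: Clostridium kluyveri diaphorase enzyme / Quantity: diaphorase at 0.14 U/mL in enzyme working solution / Incubation: 16-min room-temperature incubation before reading / Benchmarks: NADH-free wells as positive control, DMSO-only neutral wells / Signal: resorufin fluorescence 544/590 nm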
* = called active by the depositor; . = no result given.

structure | Diaph act CS | APP 5UTR inh | FLuc inh counter | TLR4 MyD88 comp | FLuc act counter | STAT1 act | NF-kB expr up | G6PDH counter | APP 5'UTR act | Diaphorase inh
Cc1cc(C(=O)OCC(=O)N2CC(=O)Nc3ccccc32)c(C)n1-c1ccccc1 | 0.8 | -14 | 0 | -18 | 1 | 93 | 1.1 | -18 | 15 | 21
Cc1nc2nc(CSc3ccc(Cl)cc3)cc(=O)n2[nH]1 | 0.8 | -7 | -4 | 16 | 1 | 102 | 1 | 1 | 7 | 25
CNC(=O)c1ccsc1NC(=O)c1ccc2c(c1)CCCC2 | 0.7 | -63 | 74* | 7 | 0.3 | 131* | 0.94 | 8 | 63 | 26
O=C(NCc1cccc(CNC(=O)C(=O)NCC2CCCO2)c1)C(=O)NCC1CCCO1 (stereo unspecified) | 0.9 | -22 | 0 | 2 | 1 | 97 | 1.4 | 8 | 22 | 11
COc1cccc(CSc2nnc(-c3ccc(F)cc3)o2)c1 | 0.8 | 1 | -3 | -3 | 1 | 101 | 1 | -5 | -1 | 15
C=CCOC(=O)C(C#N)c1nc2ccccc2nc1N1CCC(C(=O)OCC)CC1 (stereo unspecified) | 0.9 | 7 | -1 | 6 | 1 | 98 | 0.61 | -31 | -7 | 12
CN(C)CCCN(Cc1ccccc1)C(=S)Nc1ccc(SC(F)F)cc1 | 1 | 7 | -5 | -4 | 1 | 95 | 1.7 | 6 | -7 | 4
COC(=O)C1C(=O)c2c([nH]c(C(=O)OC3CCCCCC3)c2C)CC1C (stereo unspecified) | 0.9 | -75 | 5 | -6 | 0.9 | 118 | 1.5 | -24 | 75 | 8
Cc1cc(C)n2cc(CSc3nc4cc(Cl)ccc4o3)nc2n1 | 0.8 | 20 | -6 | -3 | 1.1 | 100 | 0.91 | 0 | -19 | 19
CC(C)(C)n1nnnc1C(c1cccnc1)N1CCN(c2ccccn2)CC1 (stereo unspecified) | 1 | -12 | -5 | 4 | 1 | 91 | 0.98 | 3 | 12 | 3
Cc1c(NC(=O)c2cc3ccccc3o2)c(=O)n(-c2ccccc2)n1C | 1.2 | -5 | -5 | 13 | 1 | 90 | 1.1 | 15 | 5 | -20
Cc1ccc(OCc2nnc(SCC(=O)Nc3ccc4c(c3)OCCO4)n2Cc2ccco2)cc1 | 0.8 | -9 | -5 | -5 | 1.1 | 99 | 0.74 | 6 | 9 | 24
CCc1c(C)[nH]n(-c2ccc(Oc3ccccc3)c(S(=O)(=O)O)c2)c1=O | 0.9 | -2 | -4 | -4 | 1 | 104 | 1.2 | 8 | 2 | 5
O=C(O)CNC(=S)N(Cc1ccccc1Cl)C1CCCC1 | 0.9 | 5 | -3 | 7 | 1 | 103 | 1.1 | 4 | -5 | 7
COc1ccc(-n2c(=O)[nH]cc(C(=O)N3CCc4ccccc43)c2=O)cc1 | 1 | -1 | -2 | 10 | 1 | 104 | 1 | 4 | 1 | 4
Cc1cc(NS(=O)(=O)c2ccc(NC(=O)CCc3ccccc3)cc2)no1 | 0.9 | 10 | 0 | 3 | 1 | 105 | 0.99 | 17 | -10 | 11
CC(SCc1ccccc1)C(=O)NN=C1CCN(C)CC1 (stereo unspecified) | 0.9 | 2 | 1 | -15 | 1 | 92 | 1.2 | 21 | -2 | 5
CSc1ccc(/C=N/n2nnnc2N)cc1 | 0.9 | -34 | 0 | -2 | 1 | 104 | 1.8 | 9 | 67 | 10
Cc1cccc(-c2noc(CN(C(=O)c3c(-c4ccccc4Cl)noc3C)C(C)C)n2)c1 | 0.7 | -14 | -6 | -22 | 1.1 | 97 | 0.66 | 1 | 14 | 26
COC(=O)CSc1nnc(C)n1-c1cccc(C#N)c1 | 0.9 | -12 | -2 | -15 | 1 | 101 | 1.4 | 5 | 12 | 9
NCCCCCc1nnc(SCc2ccc(Cl)cc2Cl)o1 | 1 | -7 | -11 | -7 | 1.1 | 102 | 1.1 | 9 | 7 | 1
Cn1nnc(NC(=S)NC(=O)c2ccco2)n1 | 0.9 | 18 | -3 | -4 | 1 | 109 | 1 | -2 | -18 | 8
Cc1nc2ccc3nc(NC(=O)C4COc5ccccc5O4)sc3c2s1 (stereo unspecified) | 0.8 | 10 | -4 | 2 | 1 | 97 | 1.1 | -63 | -10 | 15
CCOC(=O)c1cc(CC)sc1/N=C/c1c(O)ccc2ccccc12 | 0.8 | -7 | -9 | -5 | 1.1 | 107 | 1.7 | 26 | 7 | 25
C=CCOc1c2ccc(C(=O)N(CC)c3ccc(OC)cc3)cc2nn1C | 0.8 | -24 | -11 | -9 | 1.1 | 101 | 0.87 | -13 | 24 | 16
CCCCN1CC(C(=O)NCc2ccc(C)cc2)CC1=O (stereo unspecified) | 1 | -5 | -6 | 0 | 1.1 | 84 | 1.1 | 1 | 5 | 0
CN(C)S(=O)(=O)c1ccc(Cl)c(C(=O)NCc2ccco2)c1 | 0.9 | -8 | -1 | 9 | 1 | 92 | 1.3 | 10 | 7 | 8
CCOC(=O)c1sc(NC(=O)CCN2CCN(C)CC2)c(C(=O)OCC)c1C | . | -9 | -9 | -4 | 1.1 | 96 | 0.99 | 22 | 9 | .
Nc1nc(Br)c2c(F)cccc2c1-c1ccc(F)cc1 | 0.8 | -22 | 0 | 6 | 1 | 92 | 1.5 | 7 | 22 | 18
CCN(NC(=O)C(O)(c1ccc(F)cc1)c1ccc(F)cc1)C(=O)c1ccccc1 | 0.9 | 0 | -4 | 8 | 1 | 107 | 1.1 | 1 | 0 | 13
COC(=O)c1ccccc1NC(=O)c1ccc(-c2ccc(Br)cc2)o1 | 0.9 | 12 | -7 | -8 | 1.1 | 138* | 0.75 | 2 | -12 | 5
CNC(=S)N(Cc1cc2cc(OC)c(OC)cc2[nH]c1=O)C1CCCC1 | 1.1 | -7 | -9 | -2 | 1.1 | 97 | 1.3 | 14 | 7 | -12
C#CCOCCOCCOCCNc1nc(N2CCN(C(=O)[C@H]([C@@H](C)CC)n3cc([C@@H](N)Cc4ccc(O)cc4)nn3)CC2)nc(N2CCN(C(=O)[C@H]([C@@H](C)CC)n3cc([C@@H](N)Cc4ccc(O)cc4)nn3)CC2)n1 | 0.9 | -2 | -10 | -5 | 1.1 | 104 | 1 | 20 | 2 | 13
CCCCNS(=O)(=O)c1ccc(NC(=O)Cc2ccc(OC)cc2)cc1 | 0.9 | 6 | -7 | 6 | 1.1 | 87 | 1.1 | 2 | -6 | 5
COc1ccccc1OCc1ccc(C(=O)N2CCN3CCCC3C2)cc1 (stereo unspecified) | 0.9 | 7 | -4 | -9 | 1 | 99 | 0.86 | 2 | -7 | 12
O=C(COc1cccnc1[N+](=O)[O-])N1CCc2ccccc2C1 | 0.9 | 2 | -4 | -6 | 1 | 101 | 1 | 1 | -2 | 10
O=C(NCC(=O)N(Cc1ccccc1)C(C(=O)NCC1CCCO1)c1ccccc1)c1cccs1 (stereo unspecified) | 0.9 | 6 | -6 | 2 | 1.1 | 100 | 0.33 | -10 | -6 | 12
CCC(=O)c1c(NCCc2ccccc2)cc(C)oc1=O | 0.8 | 5 | 2 | -1 | 1 | 98 | 1 | 14 | -5 | 16
COc1ccc(/C=N/Nc2nonc2N)cc1OC | 1.1 | -26 | 9 | 1 | 0.9 | 105 | 1.2 | 3 | 26 | -5
Cc1ccc(S(=O)(=O)N2CCN(C(=O)CC(C)C)CC2)cc1 | . | -3 | -5 | -26 | 1 | 107 | 1.1 | 9 | 3 | .
O=S(=O)(Nc1nc2ccccc2nc1N1CCN(c2ccccc2)CC1)c1ccc(F)cc1 | 0.9 | 2 | -1 | 0 | 1 | 106 | 0.94 | -2 | -2 | 10
CC(O)CN(Cc1ccc(Cl)cc1)CC(C)O (stereo unspecified) | 0.9 | -9 | -10 | 7 | 1.1 | 99 | 1.1 | 11 | 9 | 6
Cc1cccc(NC(=O)CN2C(=O)N/C(=C/c3cc(C)n(-c4cccnc4)c3C)C2=O)c1 | 0.9 | -8 | -2 | -6 | 1 | 103 | 1.1 | 4 | 8 | 15
CCCn1c(-c2ccc[nH]c2=O)nc2cc(C)c(C)cc21 | 1 | -19 | 45 | -17 | 0.5 | 118 | 1.6 | 13 | 19 | 2
COC(=O)c1cc(NC(=O)CC2C(=O)NCCN2C(=O)c2ccc(F)cc2)cc(C(=O)OC)c1 (stereo unspecified) | 0.9 | -5 | -3 | -6 | 1 | 102 | 1.2 | 3 | 5 | 7
Cc1cc(C)n(C(=O)C2CCCN2S(=O)(=O)c2ccc(Cl)cc2)n1 (stereo unspecified) | 0.9 | -14 | -3 | 7 | 1 | 105 | 1.1 | 6 | 14 | 12
CCOC(=O)N1CCN(C(=O)CCCn2c(=S)[nH]c3ccccc3c2=O)CC1 | 1 | -5 | 1 | 6 | 1 | 94 | 0.79 | -5 | 5 | 0
Cc1ccccc1-c1c(C)oc2cc(O)ccc2c1=O | 0.9 | 1 | 0 | -6 | 1 | 96 | 0.84 | 2 | -1 | 6
CCOC(=O)Cn1nc(C)c(NC(=O)CCc2ccc(OC)cc2)c1C | 1 | -8 | 0 | -7 | 1 | 96 | 1.1 | 4 | 8 | 1
C[n+]1ccn(CC(=O)c2ccc(Cl)cc2)c1 | 0.8 | 3 | -5 | -12 | 1.1 | 107 | 1.2 | 8 | -3 | 18

Structures listed so far that bear a hit mark in STAT1 act.
Molecule | APP 5UTR inh | TLR4 MyD88 comp | STAT1 act | NF-kB expr up | APP 5'UTR act
CNC(=O)c1ccsc1NC(=O)c1ccc2c(c1)CCCC2 | -63 | 7 | 131* | 0.94 | 63
COC(=O)c1ccccc1NC(=O)c1ccc(-c2ccc(Br)cc2)o1 | 12 | -8 | 138* | 0.75 | -12
